Screening data (PubChem)
TRHR ag: agonists of human TRH receptor | activation, % at 2 µM | hit rate 0.18% among 360,000 | P34981 | TRHR cells, calcium flux fluo-8, FDSS agonist mode; also: 0% is about no effect
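Fluo-8-loaded TRHR cells; 10 s baseline, compound added, kinetic Ca2+ fluorescence read 1/s, agonist mode.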
D1 PAM: potentiators of human D1 dopamine receptor; P21728; HEK293 TREx D1 cells, calcium flux, dopamine EC20 potentiation; potentiation, % at 10 µM; hit rate 0.036% among 360,000; AID 504651; in the data active = potentiation above about 30%; also: 0% is about no effect
D2 ag: agonists of human D2 dopamine receptor. P14416. HEK293 T-REx D2 cells, calcium flux agonist mode. activation, % at 2 µM. hit rate 0.53% among 340,000. AID 485358;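 active = activation over 3 SD above normal in the single-dose calcium agonist read, cut at about 30% in these data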; also: 0% is about no effect
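Tetracycline-induced HEK293 Trex cells with D2 receptor force-coupled to calcium signaling, plated overnight at 30 C and loaded with no-wash calcium dye. Calcium flux read kinetically for 180 s after compound addition; responses flag agonists.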
D1 ag: activates the human D1 dopamine receptor; activation, % at 2 µM; P21728; hit rate 1% among 360,000; HEK293 T-REx D1 cells, calcium flux, agonist mode; also: 0% is about no effect
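Inducible HEK293 T-REx D1 cells, force-coupled to calcium signalling, were plated at 4000 cells/well with tetracycline and held overnight at 30 C. After no-wash calcium dye loading, compound-evoked calcium rise over 180 s flagged agonists.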
TRHR enhancer: allosterically enhances the human TRH receptor. P34981. TRHR cells, fluo-8 calcium fluorescence, EC20 TRH enhancement. enhancement, % at 2 µM. hit rate 0.66% among 360,000. AID 493056; in the data active = enhancement above about 30%; also: 0% is about no effect
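Enhancer read-out: after compound pinning and an initial kinetic agonist-mode read, an EC20 of TRH (10 nM final) was injected and fluo-8 calcium signal (Ex 480/Em 530) followed at 1 s/cycle for 100 cycles in TRHR-expressing cells.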
D2 antagonist: antagonizes the human D2 dopamine receptor; P14416; HEK293 TREx D2 cells, calcium flux, dopamine EC80; inhibition, % at 10 µM; hit rate 2% among 340,000; AID 485344; in the data active = inhibition above about 30%; also: 0% is about no effect
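Measurement of antagonist activity uses fluorescent calcium dye in inducible HEK293 T-REx D2 cells: 10 s baseline, compound addition with 180 s read, EC80 dopamine addition with a further 180 s read.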
D1 antagonist: antagonists of human D1 dopamine receptor; HEK293 TREx D1 cells, calcium flux, dopamine EC80; active compounds read low; activity change, negative = inhibition, % at 10 µM; hit rate 3.2% among 360,000; in the data active = activity change below about -30%; also: % is scaled to controls: 0 for no effect and ±100 for the full control effect
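Compound effects on dopamine-evoked calcium signalling were measured in tetracycline-induced HEK293 Trex D1 cells. Dopamine at EC80 followed a 180 s compound pre-read, and fluorescence was tracked kinetically for 180 s more.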
D2 potentiator: D2 dopamine receptor (human) potentiation; hit rate 0.34% among 340,000; potentiation, % at 10 µM; AID 485347; HEK293 T-REx D2, calcium flux, EC20 dopamine potentiation; P14416;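 active = potentiation over 3 SD above the plate norm, cut at about 30% in these data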; also: 0% is about no effect
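Potentiation of an EC20 dopamine calcium response measured kinetically over 180 s, after a preceding 180 s compound-only read flagging agonists. Cells: inducible Hek293 Trex D2 line, 4000/well, cultured overnight at 30 C before dye loading.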
RXFP1 antagonist: RXFP1 (human) relaxin receptor antagonism; Q9HBX9; HEK293-RXFP1, relaxin-stimulated cAMP HTRF, 30 min; active compounds read low; activity change, negative = inhibition, % at 57.5 µM; hit rate 0.59% among 350,000;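 active = activity change of -60% or lower, but not beyond a set lower limit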; also: % is scaled to controls: 0 for no effect and ±100 for the full control effect
Target sequence (Q9HBX9 whole entry, looked up): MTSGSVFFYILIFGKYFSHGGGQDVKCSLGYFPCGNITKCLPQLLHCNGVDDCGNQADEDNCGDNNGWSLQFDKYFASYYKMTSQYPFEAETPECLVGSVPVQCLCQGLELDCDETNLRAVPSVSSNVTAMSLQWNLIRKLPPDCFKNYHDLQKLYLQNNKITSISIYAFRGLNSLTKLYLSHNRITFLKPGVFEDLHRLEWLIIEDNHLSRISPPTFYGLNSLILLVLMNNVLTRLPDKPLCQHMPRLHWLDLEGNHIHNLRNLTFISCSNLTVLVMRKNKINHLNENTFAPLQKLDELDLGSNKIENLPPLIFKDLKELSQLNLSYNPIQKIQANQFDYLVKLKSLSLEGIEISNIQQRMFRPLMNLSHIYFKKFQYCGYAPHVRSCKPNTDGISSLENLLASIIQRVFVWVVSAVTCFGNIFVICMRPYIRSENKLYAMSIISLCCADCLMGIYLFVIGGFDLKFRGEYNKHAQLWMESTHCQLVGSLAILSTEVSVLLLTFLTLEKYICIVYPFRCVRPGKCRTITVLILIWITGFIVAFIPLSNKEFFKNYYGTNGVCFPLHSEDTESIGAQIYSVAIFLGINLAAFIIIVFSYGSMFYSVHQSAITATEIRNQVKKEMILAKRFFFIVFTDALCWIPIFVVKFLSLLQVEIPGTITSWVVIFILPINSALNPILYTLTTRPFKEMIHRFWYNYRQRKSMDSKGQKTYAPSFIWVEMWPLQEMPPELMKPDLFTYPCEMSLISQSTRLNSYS
* = called active by the depositor; . = no result given; & = joins results of further samples. Rule as the data show it, unless noted: active = activation above about 30%; inactive = the rest. Hits appear at their usual frequency. Share with any hit: about 7.3%.

SMILES	TRHR ag	D1 PAM	D2 ag	D1 ag	TRHR enhancer	D2 antagonist	D1 antagonist	D2 potentiator	RXFP1 antagonist
CC(=O)n1cc(CO)c2ccccc21	0.6	-1.9	.	1.1	-0.9	.	-6.6	.	.
Cc1ccc(C(=O)NC(C(=O)Nc2ccccc2)c2ccccc2)cc1 (stereo not drawn)	1.5	-2.9	-1.0	6.4	-4.7	2.7	-11.5	-2.3	-1.4
CCN(CC(=O)Nc1ccc(Br)cc1)C(=O)c1nc2nc(C)cc(C)n2n1	0.3	-6.2	0.3	1.9	-0.6	29.8	-5.1	-11.3	-2.3
CC1=C(C(=O)Nc2ccc(C(=O)NCCCN3CCCCC3)cc2)SCCO1	0.4	-4.1	0.8	1.9	2.1	13.8	1.7	8.2	4.9
CCOc1ccccc1Nc1nc2ccccc2n2cnnc12	0.3	-4.3	0.3	-0.4	-0.3	-13.8	-18.4	-5.0	.
COc1ccccc1N1CCN(C2CCCN(C(=O)CC(F)(F)F)C2)CC1 (stereo not drawn)	-0.5	-6.2	0.8	-3.1	4.9	-6.5	-1.2	-2.2	5.0
N#Cc1nc(Nc2cc(F)cc(F)c2)nc(Nc2cc(F)cc(F)c2)n1	-1.9	-2.3	.	2.1	6.8	.	-20.2	.	.
COc1ccc(S(=O)(=O)c2nnn(-c3ccc(C)c(Cl)c3)c2C)cc1	3.1	-4.5	2.0	30.7*	-1.9	.	-20.8	2.0	.
O=[N+]([O-])c1ccc(O)c(CSc2nnnn2-c2ccccc2)c1	1.7	-10.2	-0.6	24.3	4.4	3.0	-16.0	5.4	8.5
CCOC(=O)c1ccc(-n2cncn2)nc1	-0.1	-10.1	-0.1	0.9	3.0	-5.0	-21.2	-2.6	1.2
O=C(CCS(=O)(=O)c1nc(-c2cccs2)cc(C(F)(F)F)n1)Nc1ccc(F)c(Cl)c1	-0.6	-0.3	-1.8	9.6	3.2	.	-22.4	.	-60.2*
O=C(Cc1cn2ccsc2n1)NCCc1ccc(F)cc1	-0.1	0.0	0.7	1.4	0.6	4.1	-6.8	11.9	-6.3
COc1ccc(S(=O)(=O)Nc2ccc(S(=O)(=O)NCC3CCCO3)cc2)cc1 (stereo not drawn)	0.5	-12.1	5.4	3.9	-2.4	8.3	18.8	.	11.0
Cc1ccsc1C(C(=O)NC(C)(C)C)N(Cc1ccco1)C(=O)c1csnn1 (stereo not drawn)	-0.2	-1.1	0.1	-0.1	6.8	6.7	5.7	7.9	8.0
Cc1ccc(/C=N/N2CCN(Cc3ccc(Cl)cc3)CC2)o1	0.3	0.8	0.7	0.3	27.9	0.1	-12.7	4.8	-31.1
CS(=O)(=O)c1nc(-c2ccccc2)cc(C(F)(F)F)n1	0.3	-3.1	-0.1	1.5	3.5	-12.7	4.3	15.3	-105.7*
O=c1c2ccccc2nc(SCc2cc([N+](=O)[O-])cc3c2OCOC3)n1-c1ccccc1	0.1	-1.4	0.5	1.9	5.1	-10.4	3.7	-5.3	-7.6
O=C(NCc1ccc2c(c1)OCO2)c1ccc(COc2cccc(Cl)c2)o1	1.1	-1.1	-1.1	11.9	1.3	-20.5	-19.7	-0.5	-4.6
COc1ccc(C(=O)N2CCCC(Nc3ccc(C)c(C)c3)C2)cc1F (stereo not drawn)	-0.8	7.5	-0.5	14.5	0.0	2.9	7.1	-1.8	-5.9
Cc1ccc(CSc2nnc(NC(=O)Cn3cnc4ccccc4c3=O)s2)cc1	0.2	-3.6	-0.8	-0.5	-2.4	0.1	5.7	5.9	-12.2
COc1ccc(C)cc1NC(=O)CN1C(=O)COc2ccc(S(=O)(=O)N3CCCCCC3)cc21	-0.2&-0.3	25.9&2.4	0.5&0.1	0.9&1.1	5.1&-5.6	-5.6	60.9&8.1	-5.3	34.1&4.9
CCOc1ccc(-c2ncnn2-c2sc3c(c2C#N)CCCCC3)cc1	-1.0	3.5	10.1	-1.5	-9.1	.	-25.1	.	-1.6
COc1ccc(CSc2nnc3n(C)c(=O)c4c5c(sc4n23)CCCC5)cc1	0.1	-1.3	0.3	-0.5	5.2	-0.7	-0.5	17.4	.
O=S(=O)(c1cccc(NC(=S)N2CCN(c3ccccc3F)CC2)c1)C(F)F	0.1	-13.8	1.0	4.7	2.0	-14.3	-23.4	-23.2	15.1
CCCC(=O)NC1CCCc2c1cnn2-c1ccc(C)c(C)c1 (stereo not drawn)	0.0	-5.8	0.1	-1.2	-2.6	-1.1	17.0	14.5	4.9

Brought forward from above: 2 compounds; new compounds follow.
SMILES	TRHR ag	D1 PAM	D2 ag	D1 ag	TRHR enhancer	D2 antagonist	D1 antagonist	D2 potentiator	RXFP1 antagonist
O=S(=O)(c1cccc(NC(=S)N2CCN(c3ccccc3F)CC2)c1)C(F)F	0.1	-13.8	1.0	4.7	2.0	-14.3	-23.4	-23.2	15.1
CCCC(=O)NC1CCCc2c1cnn2-c1ccc(C)c(C)c1 (stereo not drawn)	0.0	-5.8	0.1	-1.2	-2.6	-1.1	17.0	14.5	4.9
Cc1cccn2c(=O)nc(SCC(=O)c3ccc(Cl)cc3)nc12	-1.8	-7.0	1.1	0.2	1.0	9.1	-2.6	0.6	6.3
O=C(NNS(=O)(=O)c1ccccc1[N+](=O)[O-])c1ccncc1	1.0	1.2	1.4	2.4	-0.3	-3.3	2.8	-0.3	-1.3
O=c1cc2c(=O)oc3cc(O)c(O)oc3c2c(O)c1O	0.6	-3.2	0.7	2.6	-4.7	-5.0	-0.6	3.2	-2.0
CC1=C(C(=O)Nc2ccc(C)cc2C)C(c2ccc(O)cc2)n2nc(SCC(=O)c3ccc(C)cc3)nc2N1 (stereo not drawn)	0.9	-1.7	0.4	1.4	2.5	.	21.0	8.1	-7.5
CC(C)C(=O)Nc1ccc(C(=O)N/N=C/c2cc(Br)cc(Br)c2O)cc1	11.2	-3.6	-0.5	7.9	-2.7	5.9	2.9	-2.5	-9.1
CC(C)CCNC(=O)C(c1ccco1)N(CCCO)C(=O)Cn1nnc(-c2ccc(F)cc2)n1 (stereo not drawn)	-1.6	1.9	0.0	1.1	-0.7	-8.6	10.2	13.0	8.9
Cc1cc(Br)ccc1NC(=O)C1CCCN(S(=O)(=O)c2cccc3nonc23)C1 (stereo not drawn)	0.5	-1.8	0.4	2.9	-5.5	.	9.9	-5.9	.
O=C(NC1CCCC1)C(c1ccco1)N(C(=O)c1csnn1)c1ccccc1 (stereo not drawn)	0.1	.	0.1	-0.1	5.2	4.6	1.1	1.4	-17.9
COc1ccc(-n2c(-c3ccc(OC)c(OC)c3)n[nH]c2=S)cc1	0.0	1.5	0.5	3.4	3.2	2.6	-4.7	9.8	-20.2
Cc1cccc(S(=O)(=O)c2cn(Cc3ccc(F)cc3)c3cc(N4CCOCC4)c(F)cc3c2=O)c1	0.6	-5.7	1.8	7.3	-2.1	.	-0.2	.	-8.5
O=C(Sc1ccc(Cl)cc1)c1cccc(Cn2cc(C(F)(F)F)ccc2=O)c1	0.5	6.5	0.2	7.8	2.8	7.0	6.8	6.6	-7.6
CCOc1ccc(C(C)=O)cc1COc1ccc(-n2cnnn2)cc1	-1.3	-7.3	-0.6	1.8	-8.8	-2.3	-18.8	1.0	-12.9
CC(C)[C@H]1COCCS(=O)(=O)N1Cc1ccc(Cl)cc1	-0.6	5.9	-1.2	-0.9	6.4	-17.0	-1.2	-3.6	.
Cc1cc(C)c2nc(C(F)(F)F)nc(NCCCN3CCCC3=O)c2c1	0.0	-3.1	-1.7	1.0	-3.6	0.2	-18.8	8.3	-2.8
COc1ccc(C2=NN(C(=O)CSc3nc4ccccc4s3)C(c3ccc(OC)cc3)C2)cc1 (stereo not drawn)	-0.9	-8.0	0.3	6.7	-6.1	12.6	-6.6	-6.3	-11.5
COc1ccc2c(c1)nc(NCCCO)n2Cc1ccccc1	-0.2	-2.4	-0.6	1.9	-4.8	-9.9	-2.5	-0.1	-6.3
CCCCN1C(=O)N(c2nnc(C(C)(C)C)s2)C(O)C1c1ccc(C)cc1 (stereo not drawn)	0.7	4.7	-0.7	3.6	4.7	-9.2	9.1	8.7	-13.0
O=C(O)Cn1ncc2ccccc2c1=O	0.1	1.1	0.7	1.5	5.2	6.9	8.4	-0.2	-19.1
CCCN(CCO)Cc1cccc(Cl)c1	0.0	1.2	2.4	-0.3	-2.8	-4.8	0.9	.	-8.6
COc1ccc(-c2nn(-c3ccccc3)cc2C(=O)N/N=C/c2ccc([N+](=O)[O-])o2)cc1	-2.0	2.3	-0.4	4.6	5.2	8.5	8.8	4.6	-8.3
COc1ccc(S(=O)(=O)N[C@@H](CSCc2ccccc2)C(=O)O)cc1	0.2	2.5	-0.2	0.3	7.9	14.8	0.9	-4.6	-0.5
O=C(CNC(=O)c1ccc(Cl)cc1Cl)Nc1ccc(F)cc1	-1.0	-1.6	.	2.1	-1.8	.	-0.9	.	-6.4
CC(C)OC(=O)c1cc(NC(=O)C2C3C=CC(O3)C2C(=O)O)cc(C(=O)OC(C)C)c1 (stereo not drawn)	0.2	-10.2	-1.2	2.5	-0.8	9.7	-11.2	11.1	0.4
O=C(COC(=O)/C=C/c1ccccc1Cl)NC(=O)NC1CCCC1	0.4	-2.1	-0.6	2.6	-2.3	15.8	2.3	9.9	-29.6
C/C(=N\NC(=O)c1c(Cl)c(C)nn1C)c1ccc(NC(=O)COc2ccc(Cl)cc2C)cc1	0.3	-16.4	0.4	0.5	10.2	6.6	-40.6*	-7.2	-4.4

Reprinted from the part before: 4 compounds, then new ones.
SMILES	TRHR ag	D1 PAM	D2 ag	D1 ag	TRHR enhancer	D2 antagonist	D1 antagonist	D2 potentiator	RXFP1 antagonist
O=C(CNC(=O)c1ccc(Cl)cc1Cl)Nc1ccc(F)cc1	-1.0	-1.6	.	2.1	-1.8	.	-0.9	.	-6.4
CC(C)OC(=O)c1cc(NC(=O)C2C3C=CC(O3)C2C(=O)O)cc(C(=O)OC(C)C)c1 (stereo not drawn)	0.2	-10.2	-1.2	2.5	-0.8	9.7	-11.2	11.1	0.4
O=C(COC(=O)/C=C/c1ccccc1Cl)NC(=O)NC1CCCC1	0.4	-2.1	-0.6	2.6	-2.3	15.8	2.3	9.9	-29.6
C/C(=N\NC(=O)c1c(Cl)c(C)nn1C)c1ccc(NC(=O)COc2ccc(Cl)cc2C)cc1	0.3	-16.4	0.4	0.5	10.2	6.6	-40.6*	-7.2	-4.4
O=C1CSC(c2ccc(Cl)cc2)N1Nc1nc(N2CCOCC2)nc(N2CCOCC2)n1 (stereo not drawn)	0.7	-4.9	-0.5	6.6	0.0	13.2	-19.7	-5.7	-14.0
Cc1ccc(-c2nnc(SCCOc3ccccc3)o2)cc1	-0.6	2.8	-1.6	80.9*	2.6	.	1.8	8.2	-1.8
CC(C)C(=O)NC(=S)Nc1ccc(S(=O)(=O)Nc2ccccc2)cc1	1.4	-5.8	4.9	18.8	3.1	-14.0	6.1	12.9	1.6
O=C1NC2=C(C(=O)CCC2)C(c2ccc3ncccc3c2)N1 (stereo not drawn)	0.2	0.4	0.5	3.0	3.0	-5.8	-39.6*	3.6	11.6
CC(=O)Nc1cccc(NC(=O)CSc2nc(=O)n(CCN3CCOCC3)c3c2CCC3)c1	-1.8	5.8	.	3.3	14.1	.	-4.6	.	2.3
Cc1ncc(CO)c2c1Oc1nc(-c3ccccc3Cl)nc(SCc3ccccc3F)c1C2	0.2	-3.5	1.1	0.5	0.9	.	-5.2	3.0	-25.8
